Assay outcomes (PubChem)
STAT3 act: increases IL-6 driven STAT3 reporter signal; U3A cells, IL-6 STAT3-luciferase reporter, luminescence; 100% = signal with IL-6 EC80 alone; activation (% of control), % at 5.6 µM; 190,000 tested, 0.91% active; AID 871;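 active = activation above the screen-wide mean of compound activation plus 3 SD, cut at about 130% in these data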;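 also: 0% = background luminescence of wells with medium and substrate only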
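Material: STAT1-lacking human U3A cells, STAT3 luciferase reporter | Benchmarks: IL-6-only wells as 100% reference | Probe or stimulus: IL-6 (33 ng/mL) | Timing: Compound 1 h, then IL-6 6 h at 37 °C | Detection: Luminescence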
FLuc stim CS: firefly luciferase counter-screen for stimulation assays. ATPlite luciferase biochemical, luminescence, 10 min; 0 = ATP-free wells, 1 = DMSO control. activation factor at 10 µM. 200,000 tested, under 10 active. AID 1027;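 active = luciferase activation factor, scaled between plate controls, of at least 2 with compound at 10 µM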
Target sequence (P08659 whole entry, looked up): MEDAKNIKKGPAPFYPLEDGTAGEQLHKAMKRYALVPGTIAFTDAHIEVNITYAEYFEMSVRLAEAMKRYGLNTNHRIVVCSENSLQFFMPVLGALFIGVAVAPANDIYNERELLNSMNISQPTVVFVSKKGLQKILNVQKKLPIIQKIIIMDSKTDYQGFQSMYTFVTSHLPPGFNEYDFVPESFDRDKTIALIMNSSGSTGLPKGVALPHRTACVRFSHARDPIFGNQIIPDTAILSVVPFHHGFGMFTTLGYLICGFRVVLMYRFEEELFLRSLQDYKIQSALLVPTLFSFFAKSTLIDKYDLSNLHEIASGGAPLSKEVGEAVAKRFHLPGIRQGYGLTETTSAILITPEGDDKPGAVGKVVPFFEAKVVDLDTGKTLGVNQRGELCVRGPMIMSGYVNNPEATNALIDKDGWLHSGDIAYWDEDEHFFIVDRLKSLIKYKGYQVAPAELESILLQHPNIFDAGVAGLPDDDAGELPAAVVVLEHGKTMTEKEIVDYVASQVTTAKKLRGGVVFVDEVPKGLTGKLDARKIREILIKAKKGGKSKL
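Assay system – cell-free luciferase reagent · Medium – PBS-based ATP solution · Dosing – test compounds dosed from 2 mM stocks in 100% DMSO · Timing – 10 min, room temperature · Technique – light output (luminescence) · Measure – luminescence gain marking luciferase activators · Controls – No-ATP low control, compound-free enzyme-plus-ATP high control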
FLuc inhib CS: Photinus pyralis luciferase inhibition counter-screen. ATPLite firefly luciferase biochemical luminescence, 10 min. inhibition, % at 10 µM. 200,000 tested, 1.5% active. P08659;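 active = inhibition above about 50% when tested at 10 µM, limit read from the data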
STAT1 activator: increases IFN-gamma driven STAT1 reporter signal. activation (% of control), % at 5.5 µM. 200,000 tested, 2.6% active. AID 932. NIH 3T3 STAT1-luciferase reporter, luminescence; 100% = IFN-gamma alone, no compound;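 active = activation above the screen-wide mean activation plus 3 SD, cut at about 130% in these data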;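 also: raw ratio to IFN-gamma control signal so 100% means no change and 0% no light; values of inactives mirror those of a sister screen read the other way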
ROMK mod: modulators of human ROMK potassium channel; Tet-inducible ROMK, thallium flux fluorescence; actives lie on both sides; B-score at 10 µM; 130,000 tested, 2% active; AID 1918;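 active = signal ratio slope over the read window, or its plate-corrected B-score, at least 3 SD from the plate mean, either direction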;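 also: B-score of the F/F0 ratio slope over 7 to 12 s after thallium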
Target sequence (P48048 whole entry, looked up): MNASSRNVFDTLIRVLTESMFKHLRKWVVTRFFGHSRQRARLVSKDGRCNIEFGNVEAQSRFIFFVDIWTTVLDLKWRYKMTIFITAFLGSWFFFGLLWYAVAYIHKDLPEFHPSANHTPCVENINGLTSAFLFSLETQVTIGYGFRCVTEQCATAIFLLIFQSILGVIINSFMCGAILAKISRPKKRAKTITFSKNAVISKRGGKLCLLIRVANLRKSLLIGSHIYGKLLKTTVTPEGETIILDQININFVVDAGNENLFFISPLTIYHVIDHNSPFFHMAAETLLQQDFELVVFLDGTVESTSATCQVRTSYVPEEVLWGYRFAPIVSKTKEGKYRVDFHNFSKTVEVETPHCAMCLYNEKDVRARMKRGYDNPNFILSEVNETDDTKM
STAT1 blocker: reduces IFN-gamma driven STAT1 reporter signal; NIH 3T3 STAT1-luciferase reporter, luminescence; 200,000 tested, 0.35% active; inhibition, % at 5.5 µM; AID 920;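 active = inhibition above a set limit, the mean inhibition across all tested compounds plus 3 SD, cut at about 34% in these data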;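 also: 0% = IFN-gamma with DMSO and 100% = IFN-gamma with 300 µM nifuroxazide; values of inactives mirror those of a sister screen read the other way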
APP transl inh: APP translation inhibition | 190,000 tested, 0.82% active | inhibition, % at 2 µM | SH-SY5Y APP 5'UTR-luciferase reporter, luminescence;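 active = inhibition above a set limit, derived from the sample mean plus 3 SD, cut at about 45% in these data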; also: values of inactives mirror those of a sister screen read the other way
APP 5'UTR act: activates APP 5'UTR luciferase reporter; SH-SY5Y APP 5'UTR luciferase reporter, luminescence; zero percent = DMSO vehicle wells; activation, % at 2 µM; 190,000 tested, 1% active; AID 1276;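 active = activation above a set limit, based on mean plus 3 SD of controls, cut at about 140% in these data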; also: values of inactives mirror those of a sister screen read the other way
STAT3 blocker: STAT3 signaling inhibition; AID 862; 190,000 tested, 0.89% active; inhibition, % at 5.5 µM; U3A cells, IL-6 STAT3-luciferase reporter, luminescence; host cell line lacks STAT1;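 active = inhibition above the mean inhibition across all screened compounds plus 3 SD, cut at about 44% in these data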;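 also: 0% = DMSO only wells and 100% = 100 µM nifuroxazide control wells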
NF-kB expr up: compounds increasing NF-kB expression in human neuronal cells | NF-kB reporter expression; stronger effect = higher value | 190,000 tested, 1.6% active | AID 1239 | fold change at 12.5 µM; in the data active = fold change above about 3.3
Numbers without * were called inactive; nt = not tested or not shown; & = joins results of further samples. An unsorted share of the library, and some 7.1% of all compounds hit somewhere here.

The opening 3 compounds, ahead of the listing:
SMILES	STAT3 act	FLuc stim CS	FLuc inhib CS	STAT1 activator	ROMK mod	STAT1 blocker	APP transl inh	APP 5'UTR act	STAT3 blocker	NF-kB expr up
COc1ccc(N2C(=O)c3cccc4cccc(c34)C2=O)nn1	87.3	1	-2.8	103.1	nt	-3.3	-15.2	15.2	18.0	1.26
Cc1ccc2nc3ccc(N4CCCC4)nn3c(=O)c2c1	96.7	0.7	28.1	133.5*	-0.365	-36.9	-100.2	100.2	9.0	1.69
O=C(Nc1cc(Cl)c(O)c(Cl)c1)C1CCCO1 (configuration not stated)	99.5	1	0.6	93.1	nt	7.5	-12.5	12.5	2.2	1.17

The listing, from the start:
SMILES	STAT3 act	FLuc stim CS	FLuc inhib CS	STAT1 activator	ROMK mod	STAT1 blocker	APP transl inh	APP 5'UTR act	STAT3 blocker	NF-kB expr up
COc1ccc(N2C(=O)c3cccc4cccc(c34)C2=O)nn1	87.3	1	-2.8	103.1	nt	-3.3	-15.2	15.2	18.0	1.26
Cc1ccc2nc3ccc(N4CCCC4)nn3c(=O)c2c1	96.7	0.7	28.1	133.5*	-0.365	-36.9	-100.2	100.2	9.0	1.69
O=C(Nc1cc(Cl)c(O)c(Cl)c1)C1CCCO1 (configuration not stated)	99.5	1	0.6	93.1	nt	7.5	-12.5	12.5	2.2	1.17
CC1CC(C)CN(CCCn2c(=S)[nH]c3ccccc3c2=O)C1 (configuration not stated)	94.1	1	-4.0	99.8	0.498	1.4	8.5	-8.5	7.0	1.5
Cc1c(NC(=O)CCN2C(=O)c3ccccc3C2=O)c(=O)n(-c2ccccc2)n1C	97.8	1	-1.8	98.9	nt	1.2	4.6	-4.6	11.3	1.1
CCc1nc2ccccc2c(C(=O)OCC(=O)NCCCN2CCCC2=O)c1C	98.6	1.1	-6.1	89.0	0.455	12.0	11.1	-11.1	4.2	0.7
CCCS(=O)(=O)N1CCCC(C(=O)NCc2ccc(C)cc2)C1 (configuration not stated)	98.8	1	-4.6	106.6	nt	-7.2	-5.6	5.6	5.0	1.17
CC(=O)c1c(C)[nH]c(C(=O)Nc2cccc(S(=O)(=O)N(C)c3ccccc3)c2)c1C	83.6	1.1	-8.7	89.0	-2.82	10.4	3.5	-3.5	22.1	0.56
CN1CCN(C2=Nc3ccccc3Oc3ccc(Cl)cc32)CC1	93.6	1.1&1.1	-9.3&-7.2	103.2	nt	-3.5	12.3	-12.3	9.6	1.19
CN(C)c1cc[n+](CC(=O)Nc2ccc([N+](=O)[O-])cc2Cl)cc1	103.2	1.1	-5.0	104.7	nt	-5.2	-2.0	2.0	6.5	1.06
Cc1cc(C)nc(-n2ncc(C#N)c2N)n1	101.3	1	-2.8	104.5	-0.609	-7.3	11.5	-11.5	4.2	1
COc1ccc(C(=O)COC(=O)[C@H](C)Nc2ccc(C(F)(F)F)cc2[N+](=O)[O-])c(OC)c1	107.2	1.1	-7.2	102.1	nt	-2.4	-11.6	11.6	-6.1	1.07
C=CCn1c(COc2ccccc2-c2ccccc2)nnc1SCC(=O)NC(=O)NCc1ccco1	99.1	1	-0.9	103.4	0.911	-3.7	17.7	-17.7	1.3	0.8
Cc1ccc(C(NC(=O)N2CCOCC2)C(Cl)(Cl)Cl)cc1F (configuration not stated)	91.8	1.1	-6.1	99.1	nt	1.0	-22.4	22.4	12.3	0.79
COc1ccc(-n2nnnc2SCC(=O)Nc2nnc(C)s2)cc1OC	106.0	1	0.9	101.0	nt	-1.1	-9.9	9.9	2.1	1.11
Cc1c(NC(=O)c2ccc(Br)s2)c(=O)n(-c2ccccc2)n1C	103.2	1	-3.7	96.5	-1.48	1.0	-18.8	18.8	1.0	1.1
O=C(Cc1ccc(Cl)cc1)OCc1nnc(-c2ccccc2)o1	96.1	1.1	-7.8	99.1	-0.255	-2.0	-6.3	6.3	9.4	1.34
CCOc1ccccc1N1CCN(Cc2cccc(OC)c2O)CC1	90.9	1.1	-5.4	108.1	nt	-8.8	6.2	-6.2	13.7	0.85
COc1ccc(NC2=C3CC(C)CC=C3N(c3ccc(OC)cc3)C2=O)cc1 (configuration not stated)	90.3	1.1	-5.4	100.7	0.664	-3.8	5.1	-5.1	16.3	1.12
O=C1Nc2ccccc2C(O)(C(=O)NCc2ccco2)N1c1ccc(Cl)cc1 (configuration not stated)	97.6	1	-4.6	96.5	-0.409	5.2	-15.4	15.3	7.2	1.23
COc1ccc(CCNC(=O)Cc2cc(OC)c(OC)cc2[N+](=O)[O-])cc1OC	98.0	1.1	-5.7	104.3	nt	-4.7	-2.5	2.5	8.0	0.91
CCOc1ccc(NC(=O)C2CCC(CNc3c(N4CCOCC4)c(=O)c3=O)CC2)cc1 (configuration not stated)	106.7	1	-2.3	103.9	nt	-4.3	-10.9	10.9	-3.3	1.09
CS(=O)(=O)N(CC(=O)N1CCCC1)c1cccc(Cl)c1	90.1	1.1	-5.6	106.8	nt	-5.9	1.7	-1.7	17.9	1.11
CCOC(CNc1c([N+](=O)[O-])c(=O)n(C)c(=O)n1C)OCC	93.7	1.1	-5.5	99.0	nt	1.1	-0.1	0.1	10.2	1.4
Cc1ccc(C(=O)N2CCN(c3ncnc4c3cnn4-c3ccccc3)CC2)cc1	103.9	nt	nt	99.3	nt	0.8	-2.6	2.6	-1.4	nt
Cc1ccc(S(=O)(=O)N(C)CCCC(=O)Nc2ccc(F)cc2)cc1	93.8	1.1	-6.2	99.1	-1.29	0.8	-4.6	4.6	11.8	1.02
CCN(CC)CCCNC(=O)c1cc(-c2ccc(O)cc2)on1	97.1	1.1	-5.4	103.3	nt	-3.6	-19.8	19.8	8.7	1.47
COc1ccc(CNC(=O)C(NC(C)=O)C(=O)Nc2ccc(OC)cc2)cc1 (configuration not stated)	102.7	1.1	-8.0	97.2	nt	3.2	14.7	-14.7	4.0	1.04
CCOC(=O)N1N=C(c2ccccc2)CC1(O)C(C)(F)F (configuration not stated)	103.1	1	-0.1	102.7	-0.54	-4.0	-3.2	3.2	3.7	1.11
CCN(NC(=O)C(O)(c1ccccc1)c1ccccc1)C(=O)c1ccccc1	92.6	1.1	-5.7	105.8	nt	-6.4	-6.8	6.8	8.0	1.15
O=C(Nc1nc(-c2ccco2)c(-c2ccco2)s1)C1CCC1	83.2	1	-0.8	89.2	0.0182	12.1	2.6	-2.6	19.8	1.11
O=C(COc1ccccc1F)NCc1nc2ccccc2[nH]1	100.2	1.1	-8.2	96.6	-0.0205	3.5	-14.6	14.6	5.6	1.16
N#CCSc1nnc2c(Cl)cc(Cl)cn12	99.8	1.1	-5.5	97.6	0.123	2.6	1.5	-1.5	9.1	1.26
Cc1ccc(/C=C/C(=O)O)cc1S(=O)(=O)N(C)CCO	98.0	1.1	-6.0	95.9	0.39	4.5	-4.4	4.4	0.9	0.91
CN(Cc1nc(-c2ccccn2)no1)S(=O)(=O)c1ccc(Cl)cc1	99.2	1.1	-6.6	97.9	nt	2.3	-5.2	5.2	5.3	0.91
CSc1cc(-c2ccccc2)n(Cc2ccccc2Cl)c(=O)c1C#N	104.5	1.1	-7.0	100.2	0.547	-0.2	6.4	-6.4	1.9	1.06
COc1cccc(C2CC(c3ccccc3OC)n3ncnc3N2)c1 (configuration not stated)	100.4	1	0.9	99.2	nt	0.9	3.5	-3.5	4.8	1.1
O=C(NCC1CCCO1)c1ccc2c(c1)N(Cc1ccccc1)C(=O)CS2=O (configuration not stated)	102.1	1	-3.9	99.0	nt	1.9	2.4	-2.4	-2.4	1.32
CCOC(=O)C1=C(C)NC(C)=C(C(=O)OCC)C1C(=O)OCC(=O)N(CC)C1CCS(=O)(=O)C1 (configuration not stated)	95.5	1.1	-6.7	95.4	0.992	3.5	-7.3	7.3	7.5	1.16
COc1cccc(-c2nc(CS(=O)(=O)CC(=O)Nc3c(C)cccc3C)c(C)o2)c1	106.0	1	-3.8	98.1	nt	3.0	13.0	-13.0	-7.2	0.96
CC(C)Oc1snc(Cl)c1C(N)=O	101.2	1	-0.8	97.2	0.78	4.7	4.2	-4.2	-0.3	1.02
C#CC1(O)CC(C)N(C)C(C)C1 (configuration not stated)	98.0	1.1	-5.8	104.3	0.0071	-4.7	-8.1	8.1	6.1	1.3
Cc1cc2ncn(C(=O)c3c(-c4ccccc4)noc3C)c2cc1C	102.5	1.1	-5.8	104.2	nt	-4.6	18.6	-18.6	3.2	1.07
O=C(Cc1cc(=O)[nH]c(=O)[nH]1)NCCN1CCOCC1	98.9	1.1	-7.0	115.6	nt	-17.2	4.0	-4.0	9.8	1
CCCOc1ccc(CSc2nnc(CCC)n2N)cc1	104.1	1	-1.8	90.6	0.138	10.4	-7.2	7.2	-4.0	1.17
COc1ccc(CNC(=O)CCn2c(=O)oc3ccccc32)c(OC)c1	108.6	1	-0.4	89.5	0.704	9.5	-28.6	28.6	-0.6	1.36
CCSc1ncc(Cl)c(C(=O)Nc2ccc(S(=O)(=O)Nc3onc(C)c3C)cc2)n1	103.0	1.1	-5.4	104.2	nt	-4.6	-4.3	4.3	2.6	1.02
Cc1cc(C)nc(NC(=O)C(C)C)n1	103.7	1	-1.8	94.0	nt	1.3	-0.7	0.7	5.3	0.94
COc1ccc(C2SCCN2C(=S)Nc2cccc(C(F)(F)F)c2)cc1 (configuration not stated)	96.8	1.1	-5.4	97.5	nt	2.8	-3.1	3.1	4.8	1.28
Cc1ccccc1N(CC(=O)N/N=C/c1cc(Br)c(C)o1)S(C)(=O)=O	96.6	1	-2.8	110.1	-0.0726	-11.1	18.4	-18.4	12.0	0.96
Cc1cc(C)n(-c2ccccc2[N+](=O)[O-])n1	99.7	1.1	-6.8	94.8	-0.317	3.6	5.8	-5.8	6.0	0.93
CCOc1ccc(C(=O)NCCC(=O)NCCCC(=O)O)cc1	98.1	1	-3.5	100.6	nt	-0.7	-1.1	1.1	5.9	1.2
COc1ccc(Br)cc1/C=C/C(=O)NC(=S)Nc1ccc(Cl)c(C(=O)O)c1	101.4	1.1	-5.6	100.9	0.485	-2.5	5.8	-5.8	0.4	1.28
CC(=O)n1nc(-c2ccc(C)cc2)nc1NCc1ccco1	96.1	1.1	-7.5	126.0	nt	-30.5	-45.3	45.2	7.9	2.29
N#C/C(=C\C=C\c1ccccc1)C(=O)Nc1ccccc1	93.3	1	-0.9	95.7	-0.342	4.8	18.5	-18.5	15.4	1.66
O=C(NC(=S)Nc1cccc(C(F)(F)F)c1)c1csnn1	89.5	1	1.7	102.3	8.78*	-4.2	12.1	-12.1	16.2	1.14
CC(NC(=O)c1ccc(Br)o1)c1ccccc1 (configuration not stated)	105.1	1.1	-8.3	102.8	nt	-5.2	-6.1	6.1	-2.5	1.25
Oc1ccc(-c2csc(Nc3ncccn3)n2)cc1	83.3	0.4	56.0*	146.0*	-0.196	-49.5	-173.1	173.1*	23.9	9.11*
CCOC(=O)C1CCCN(C(=O)Cc2c(C(=O)O)[nH]c3ccccc23)C1 (configuration not stated)	111.8	1.1	-6.9	93.8	nt	6.8	6.7	-6.7	-10.8	1.24
